STEP block – STEP phosphatase inhibitors, primary screen, biochemical, fluorescence intensity, uHTS. AID 588621, 2011. recombinant STEP, OMFP fluorogenic substrate. inhibition, % at 20 µM. hit rate 0.25% among 360,000. Tyrosine-protein phosphatase non-receptor type 5 (Homo sapiens), P54829;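 active = inhibition at 20 µM, scaled per plate between control wells, above about 37%, limit read from the data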;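 note: 0% = DMSO with enzyme and substrate and 100% = substrate only without enzyme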
Target sequence (P54829 whole entry, looked up): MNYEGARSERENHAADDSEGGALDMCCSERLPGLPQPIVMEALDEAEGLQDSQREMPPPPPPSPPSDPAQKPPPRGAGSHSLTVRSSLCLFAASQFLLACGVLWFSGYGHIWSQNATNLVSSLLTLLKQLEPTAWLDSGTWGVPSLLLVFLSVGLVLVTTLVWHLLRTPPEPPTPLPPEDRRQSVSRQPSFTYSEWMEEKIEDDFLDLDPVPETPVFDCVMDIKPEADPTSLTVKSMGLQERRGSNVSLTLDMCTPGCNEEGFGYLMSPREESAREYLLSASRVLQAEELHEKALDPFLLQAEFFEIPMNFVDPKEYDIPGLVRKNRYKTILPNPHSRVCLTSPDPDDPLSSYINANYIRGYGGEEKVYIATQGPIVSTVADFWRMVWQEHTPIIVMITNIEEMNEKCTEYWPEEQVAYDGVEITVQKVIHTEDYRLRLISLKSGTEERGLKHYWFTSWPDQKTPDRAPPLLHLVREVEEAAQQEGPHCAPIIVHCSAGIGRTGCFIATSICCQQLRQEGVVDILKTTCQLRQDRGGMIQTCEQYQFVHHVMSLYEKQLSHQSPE
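medium = Bis-Tris buffer pH 6.0, 2.5 mM DTT, 0.005% Tween 20 | test system = STEP (striatal-enriched tyrosine phosphatase) enzyme, cell-free | measure = normalized % inhibition | compound dosing = 20 µM, 1% DMSO | also added = 25 µM OMFP | schedule = reaction 20 min, ambient temperature | measured by = fluorescence read at 480 nm ex / 540 nm em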
LMPTP inh – LMPTP phosphatase inhibitors, primary screen, biochemical, fluorescence intensity, uHTS | AID 651560, 2012 | recombinant LMPTP-A, OMFP fluorogenic substrate | Low molecular weight phosphotyrosine protein phosphatase (Homo sapiens), P24666 | hit rate 0.22% among 360,000 | inhibition, % at 20 µM;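 active = compounds that cut the enzyme signal by at least half of the control window in the single-dose screen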;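 note: plate controls were DMSO wells with enzyme plus substrate for no effect and substrate without enzyme for full effect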
Target sequence (P24666 whole entry, looked up): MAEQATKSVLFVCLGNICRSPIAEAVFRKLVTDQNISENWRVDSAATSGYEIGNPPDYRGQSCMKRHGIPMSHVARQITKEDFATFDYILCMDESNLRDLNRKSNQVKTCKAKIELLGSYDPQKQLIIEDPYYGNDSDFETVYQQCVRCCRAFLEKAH
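Assay system: LMPTP-A, protein tyrosine phosphatase of low molecular weight / Medium: pH 6.0 Bis-Tris buffer with DTT and Triton X-100 / Schedule: 50 min enzyme reaction at room temperature, protected from light / Measured by: endpoint fluorescence intensity from OMFP dephosphorylation / Read-out basis: % inhibition relative to no-enzyme and uninhibited control wells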
SKN-1 inh – suppressors of acrylamide-induced Pgst-4::GFP reporter in worms, primary screen, SKN-1 inhibitor project, whole organism, uHTS, GFP/RFP fluorescence ratio, strain VP596; C. elegans VP596 Pgst-4::GFP/RFP ratio, 24 h; inhibition, % at 21.8 µM; hit rate 0.49% among 360,000; AID 624304, 2012;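 active = interference check ratio from 0.5 to 1.5 plus GFP to RFP signal ratio inhibition reaching or exceeding a fixed threshold, cut at about 30% in these data, passing the limit was not always enough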; note: some compounds called inactive have numbers as strong as hits
NRP1-CendR mod – modulators of CendR peptide binding to NRP-1, primary screen, biochemical, fluorescence polarization, uHTS. FAM-RPARPAR peptide binding to NRP-1. inhibition, % at 25 µM. Neuropilin-1 (Homo sapiens), O14786. hit rate 0.85% among 360,000;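 active = inhibition or corrected inhibition above about 18%, plus a signal ratio from 0.5 to 1.5, limit read from the data, passing the limit was not always enough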; note: strong numbers were not always called active
Rpn11 block – Rpn11 (PSMD14) deubiquitinase inhibitors, primary screen, biochemical, fluorescence polarization, uHTS; calls only at 20 µM; human 26S proteasome, Ub4-pepOG fluorescence polarization; 20S core pre-blocked with epoxomicin; hit rate 0.59% among 360,000; 26S proteasome non-ATPase regulatory subunit 14 (Homo sapiens), O00487; AID 588493, 2011;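 active = inhibition at 20 µM, scaled to each plate's controls, above about 33%, limit read from the data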
MT1-MMP act inh – blockers of MT1-MMP proenzyme processing, primary screen, HT1080 RFP-PRO-GFP cells, GFP/RFP fluorescence; Matrix metalloproteinase-14 (Homo sapiens), P50281; AID 651647, 2012; GFP/RFP ratio fluorescence, overnight; percent of plate control window, DMSO zero; GFP/RFP ratio change, % at 20 µM; hit rate 0.061% among 360,000;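 active = GFP/RFP ratio change of at least 30% with cell ATP level not reduced by more than half and red fluorescence within 50% of control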; note: strong numbers were not always called active
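Compound: 20 µM single dose, 1% DMSO / System: HT1080 RFP-PRO-GFP cells / Controls: DMSO and RFP-L50D-GFP cell wells / Read-out basis: GFP/RFP fluorescence ratio / Schedule: overnight compound exposure at 37 °C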
NadD block – inhibitors of S. aureus NadD, primary screen, biochemical, colorimetric, uHTS | Nicotinate-nucleotide adenylyltransferase NadD (Staphylococcus aureus N315) | purified NadD enzyme, colorimetric absorbance read-out | inhibition, % at 20 µM | hit rate 0.78% among 360,000; in the data active = inhibition above about 26%; note: some compounds past the cut are filed as inactive
DNMT1 block – human DNMT1 methyltransferase inhibitors, primary screen, biochemical, molecular beacon, fluorescence, HinP1I cleavage, uHTS; DNA (cytosine-5)-methyltransferase 1 (Homo sapiens), P26358; inhibition (reported as % activation of signal), % at 10 µM; hit rate 0.83% among 360,000; AID 588458, 2011; in the data active = inhibition above about 50%
Scp1 inh – Scp-1 phosphatase inhibitors, primary screen, biochemical, colorimetric, uHTS; AID 493091, 2011; inhibition, % at 20 µM; Recombinant Scp1, phosphopeptide, malachite green phosphate absorbance; hit rate 0.88% among 340,000;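 active = inhibition above about 50% at 20 µM, limit read from the data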;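 note: plate controls were DMSO wells with enzyme for no effect and wells lacking enzyme for full effect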
Target sequence (Q9GZU7 76-261 limits assumed): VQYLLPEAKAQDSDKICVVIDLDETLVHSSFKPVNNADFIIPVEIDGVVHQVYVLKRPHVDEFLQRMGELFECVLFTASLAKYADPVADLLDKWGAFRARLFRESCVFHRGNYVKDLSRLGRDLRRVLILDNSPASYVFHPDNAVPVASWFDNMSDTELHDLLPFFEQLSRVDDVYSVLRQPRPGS
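System: SCP-1 catalytic domain; Reagent: Phospho 17-mer peptide substrate; Doses: one concentration, 20 µM, with 1.0% DMSO; Incubation: 45 min room-temperature reaction, 5 min colour, 30 min stabiliser; Signal: Phosphate-binding colour reagent, absorbance read at 630 nm.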
SUMO1 PPI mod – modulators of SUMO1 protein-protein interactions, primary screen, biochemical, uHTS; SUMO1 binding to a labelled peptide, TR-FRET, 1 h; inhibition, % at 20 µM; hit rate 0.33% among 360,000; in the data active = inhibition above about 37%
Target sequence (P63165 whole entry, looked up): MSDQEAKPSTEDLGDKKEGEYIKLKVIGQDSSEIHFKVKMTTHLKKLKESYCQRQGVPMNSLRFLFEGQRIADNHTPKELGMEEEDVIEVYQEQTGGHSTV
Starred values were filed as active, the others as inactive; i = inactive; x = not tested or not shown. Rows are unselected; about 3.9% have a hit in one of these screens.

Screens by letter – A = STEP block; B = LMPTP inh; C = SKN-1 inh; D = NRP1-CendR mod; E = Rpn11 block; F = MT1-MMP act inh; G = NadD block; H = DNMT1 block; I = Scp1 inh; J = SUMO1 PPI mod
smiles: Cc1cc(C(=O)N2CCCCCC2)cs1
  A = -0.9 | B = -2.1 | C = 0.3 | D = 1.8 | E = i | F = 7.3 | G = -6.3 | H = -0.4 | I = -7.7 | J = -4.9

smiles: CCN1C(=O)C(=O)c2cc(C)ccc21
  A = -0.9 | B = -0.6 | C = 8.2 | D = 33.7* | E = i | F = 2.5 | G = -2.3 | H = 4.7 | I = -6.5 | J = -30.8

smiles: O=C(c1cccs1)N1CCN(C/C=C/c2ccccc2)CC1
  A = 5.3 | B = 1.1 | C = -15.0 | D = -21.8 | E = i | F = 2.1 | G = -0.8 | H = -0.8 | I = 11.5 | J = 1.8

smiles: Cc1ccc(S(=O)(=O)N2CCOC2CNC(=O)C(=O)NCc2ccco2)cc1 (stereo not given)
  A = -0.7 | B = -1.5 | C = 2.5 | D = 1.6 | E = i | F = 4.8 | G = -3.1 | H = 1.9 | I = -1.2 | J = 1.6

smiles: Cc1nc(NC(=O)COC(=O)CNC(=O)c2ccco2)c(Cl)cc1Cl
  A = 0.4 | B = -0.1 | C = 9.8 | D = -1.3 | E = i | F = -1.0 | G = -4.7 | H = -5.0 | I = -2.4 | J = 5.5

smiles: COc1ccc(NC(=O)C2CC2)cc1OC1CCCC1
  A = -3.5 | B = -1.1 | C = 22.2 | D = 0.7 | E = i | F = 0.1 | G = -4.3 | H = 1.6 | I = -15.4 | J = 1.6

smiles: Cc1ccc(C2=N/C(=C\N(C)C)C(=O)O2)cc1
  A = 1.2 | B = -0.4 | C = 3.0 | D = -9.7 | E = i | F = 6.6 | G = -0.1 | H = 4.3 | I = -8.4 | J = -19.3

smiles: CCCCNC(=O)N1CCOCCOCCN(C(=O)NCCCC)CCOCC1
  A = -1.9 | B = -2.9 | C = -4.7 | D = 6.2 | E = x | F = -2.4 | G = -7.7 | H = 3.1 | I = 3.0 | J = 1.0

smiles: CSC(=NC#N)N1CCN(c2ccccn2)CC1
  A = 4.6 | B = -0.2 | C = 3.8 | D = 8.6 | E = i | F = -0.5 | G = 5.1 | H = 5.8 | I = -5.2 | J = 2.8

smiles: COC(C(=O)NC1CCCCCCC1)c1ccccc1 (stereo not given)
  A = 1.6 | B = -1.2 | C = 0.9 | D = -3.7 | E = i | F = -1.1 | G = 3.5 | H = -0.4 | I = -11.1 | J = -1.1

Ordered by heavy-atom count (highest first): part of the list above
Screens by letter – A = STEP block; B = LMPTP inh; C = SKN-1 inh; D = NRP1-CendR mod; E = Rpn11 block; F = MT1-MMP act inh; G = NadD block; H = DNMT1 block; I = Scp1 inh; J = SUMO1 PPI mod
smiles: Cc1ccc(S(=O)(=O)N2CCOC2CNC(=O)C(=O)NCc2ccco2)cc1 (stereo not given)
  A = -0.7 | B = -1.5 | C = 2.5 | D = 1.6 | E = i | F = 4.8 | G = -3.1 | H = 1.9 | I = -1.2 | J = 1.6

smiles: Cc1cc(C(=O)N2CCCCCC2)cs1
  A = -0.9 | B = -2.1 | C = 0.3 | D = 1.8 | E = i | F = 7.3 | G = -6.3 | H = -0.4 | I = -7.7 | J = -4.9

smiles: CCN1C(=O)C(=O)c2cc(C)ccc21
  A = -0.9 | B = -0.6 | C = 8.2 | D = 33.7* | E = i | F = 2.5 | G = -2.3 | H = 4.7 | I = -6.5 | J = -30.8

The list goes on:
Screens by letter – A = STEP block; B = LMPTP inh; C = SKN-1 inh; D = NRP1-CendR mod; E = Rpn11 block; F = MT1-MMP act inh; G = NadD block; H = DNMT1 block; I = Scp1 inh; J = SUMO1 PPI mod
smiles: O=C(NC(=S)NCc1ccccc1)c1ccccc1Br
  A = 0.9 | B = 0.7 | C = -1.7 | D = 0.6 | E = i | F = -0.1 | G = -8.7 | H = -4.6 | I = -4.7 | J = -1.0

smiles: Cc1cc(C)cc(-n2c(C)cc(C(=S)N3CCOCC3)c2C)c1
  A = -0.2 | B = 0.1 | C = 9.1 | D = 0.9 | E = i | F = -0.5 | G = 3.9 | H = 0.2 | I = 10.9 | J = -0.8

smiles: Cn1cccc1C(=O)OCC(=O)c1cc2ccccc2o1
  A = 0.6 | B = 0.5 | C = 13.0 | D = -18.6 | E = i | F = -5.4 | G = 3.5 | H = 4.6 | I = -9.7 | J = -11.5

smiles: CC(=O)NC12CC3CC(C1)CC(C(=O)NCc1ccc(C)cc1)(C3)C2
  A = 1.9 | B = -0.6 | C = -4.3 | D = -10.8 | E = i | F = -3.7 | G = 1.4 | H = -3.8 | I = 5.3 | J = -2.2

smiles: O=C(CC1Oc2ccccc2NC1=O)NCCc1ccccc1 (stereo not given)
  A = 0.5 | B = -0.4 | C = 14.3 | D = 1.7 | E = i | F = 0.7 | G = -6.1 | H = 1.3 | I = -6.1 | J = 5.2

smiles: O=C(Cc1ccc(S(=O)(=O)N2CCOCC2)s1)NNC(=O)c1ccccc1Cl
  A = -3.1 | B = -0.4 | C = -21.8 | D = -17.4 | E = i | F = 9.5 | G = 0.6 | H = 1.9 | I = -0.1 | J = -2.9

smiles: O=[N+]([O-])c1ccc(CN2CCOCCOCCN(Cc3ccc([N+](=O)[O-])cc3)CCOCC2)cc1
  A = -2.5 | B = 3.0 | C = 4.7 | D = 6.3 | E = i | F = -3.4 | G = -4.2 | H = -6.7 | I = 0.7 | J = -25.3

smiles: COc1ccc(-c2nnc(SCC(=O)Nc3sc4c(c3C#N)CCC4)n2CC2CCCO2)cc1 (stereo not given)
  A = -0.3 | B = 1.2 | C = -7.8 | D = -7.6 | E = i | F = 6.9 | G = 6.9 | H = 0.9 | I = 12.0 | J = 2.0

smiles: COc1cc(C)ccc1S(=O)(=O)NC(=O)C1(C)CCN1C(=O)Cc1ccc(C(C)(C)C)cc1 (stereo not given)
  A = -4.2 | B = -2.1 | C = 3.4 | D = -10.5 | E = i | F = -3.5 | G = -1.3 | H = 0.9 | I = x | J = 3.0

smiles: COc1cc(C2C(C#N)=C(N)Oc3cc(C)n(CC4CCCO4)c(=O)c32)cc2c1OCO2 (stereo not given)
  A = -1.5 | B = 2.2 | C = -0.8 | D = 16.5 | E = i | F = 0.4 | G = 4.7 | H = -0.3 | I = -1.9 | J = -3.9

Sorted by molar mass (smallest number first): some entries from above
Screens by letter – A = STEP block; B = LMPTP inh; C = SKN-1 inh; D = NRP1-CendR mod; E = Rpn11 block; F = MT1-MMP act inh; G = NadD block; H = DNMT1 block; I = Scp1 inh; J = SUMO1 PPI mod
smiles: Cn1cccc1C(=O)OCC(=O)c1cc2ccccc2o1
  A = 0.6 | B = 0.5 | C = 13.0 | D = -18.6 | E = i | F = -5.4 | G = 3.5 | H = 4.6 | I = -9.7 | J = -11.5

smiles: Cc1cc(C)cc(-n2c(C)cc(C(=S)N3CCOCC3)c2C)c1
  A = -0.2 | B = 0.1 | C = 9.1 | D = 0.9 | E = i | F = -0.5 | G = 3.9 | H = 0.2 | I = 10.9 | J = -0.8

smiles: O=C(NC(=S)NCc1ccccc1)c1ccccc1Br
  A = 0.9 | B = 0.7 | C = -1.7 | D = 0.6 | E = i | F = -0.1 | G = -8.7 | H = -4.6 | I = -4.7 | J = -1.0

smiles: COc1cc(C2C(C#N)=C(N)Oc3cc(C)n(CC4CCCO4)c(=O)c32)cc2c1OCO2 (stereo not given)
  A = -1.5 | B = 2.2 | C = -0.8 | D = 16.5 | E = i | F = 0.4 | G = 4.7 | H = -0.3 | I = -1.9 | J = -3.9

smiles: O=[N+]([O-])c1ccc(CN2CCOCCOCCN(Cc3ccc([N+](=O)[O-])cc3)CCOCC2)cc1
  A = -2.5 | B = 3.0 | C = 4.7 | D = 6.3 | E = i | F = -3.4 | G = -4.2 | H = -6.7 | I = 0.7 | J = -25.3

smiles: COc1ccc(-c2nnc(SCC(=O)Nc3sc4c(c3C#N)CCC4)n2CC2CCCO2)cc1 (stereo not given)
  A = -0.3 | B = 1.2 | C = -7.8 | D = -7.6 | E = i | F = 6.9 | G = 6.9 | H = 0.9 | I = 12.0 | J = 2.0

Remaining list, next part
Screens by letter – A = STEP block; B = LMPTP inh; C = SKN-1 inh; D = NRP1-CendR mod; E = Rpn11 block; F = MT1-MMP act inh; G = NadD block; H = DNMT1 block; I = Scp1 inh; J = SUMO1 PPI mod
smiles: CC(OC(=O)Cc1n[nH]c(=O)c2ccccc12)C(=O)Nc1cc(Cl)cc(Cl)c1 (stereo not given)
  A = 0.1 | B = -0.4 | C = 4.8 | D = 9.9 | E = i | F = -1.5 | G = -0.9 | H = -9.0 | I = -8.9 | J = 4.1

smiles: CCN(CC)C(=O)CSc1nc2ccccc2c(=O)n1CCC(=O)NCCc1ccc(OC)c(OC)c1
  A = 0.5 | B = -0.6 | C = 11.0 | D = 7.8 | E = i | F = 3.1 | G = -1.2 | H = -1.0 | I = -6.9 | J = -1.8

smiles: O=C(Nc1ccccc1N1CCCCC1)c1ccc(-c2ccc(Cl)cc2)o1
  A = 2.4 | B = 5.9 | C = 12.1 | D = -2.4 | E = i | F = 2.0 | G = 7.8 | H = 5.4 | I = 7.0 | J = -0.7

smiles: O=c1/c(=C\c2ccc3c(c2)OCO3)sc2n1CCCN=2
  A = 2.1 | B = -0.3 | C = -4.7 | D = -3.7 | E = i | F = 2.7 | G = 9.6 | H = 7.0 | I = -11.2 | J = -26.1

smiles: Nc1nc2nonc2nc1N
  A = -2.7 | B = -0.2 | C = 7.3 | D = 9.2 | E = i | F = -2.9 | G = 7.5 | H = 4.0 | I = -7.2 | J = -17.0

smiles: O=C(NCCO)C(=O)NCC1OCCCN1S(=O)(=O)c1cc(F)ccc1F (stereo not given)
  A = 2.7 | B = -0.5 | C = 7.6 | D = 10.0 | E = i | F = -1.6 | G = -1.6 | H = 2.0 | I = -5.5 | J = -0.6

Assay outcomes: PubChem BioAssay, Sanford-Burnham Center for Chemical Genomics
